# High-throughput results as filed in PubChem BioAssay.
# Sm TGR block – qHTS Assay for the Inhibitors of Schistosoma Mansoni Peroxiredoxins. purified TGR, DTNB reduction, TNB absorbance 405 nm. Schistosoma mansoni thioredoxin glutathione reductase (TGR), Q962Y6. AID 485364, 2010. Potency, µM (series often up to 114 µM), for inactives: at the highest dose activity change, negative = inhibition, most hits filed as inhibitors. 360,000 compounds, 3% hits; further: potency means the concentration at half of the fitted maximal effect; nearly all actives have a fitted effect of over 60% in size
#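 First, TGR (20 nM dispensed) and NADPH were mixed with compound. Second, a 15 min room-temperature incubation followed. Third, further NADPH and then DTNB were added to start the reaction. Finally, TNB absorbance was monitored kinetically.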
# AmpC inh detg – qHTS Inhibitors of AmpC Beta-Lactamase (assay with detergent) | AID 485294, 2010 | 370,000 compounds, 0.041% hits | P00811 | Potency, µM (titrated, usually from 114 µM), for the others: at the highest dose activity change, negative = inhibition, actives largely listed as inhibitors | AmpC hydrolysis of nitrocefin, absorbance 480 nm, 0.01% Triton;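 further: potency means the concentration at half of the fitted maximal effect; 0% = no-compound wells and -100% = no-enzyme wells; nearly all actives have a fitted effect of over 25% in size; some results filed as inactive show a strong effect at the top dose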
# Target sequence (P00811 whole entry, looked up): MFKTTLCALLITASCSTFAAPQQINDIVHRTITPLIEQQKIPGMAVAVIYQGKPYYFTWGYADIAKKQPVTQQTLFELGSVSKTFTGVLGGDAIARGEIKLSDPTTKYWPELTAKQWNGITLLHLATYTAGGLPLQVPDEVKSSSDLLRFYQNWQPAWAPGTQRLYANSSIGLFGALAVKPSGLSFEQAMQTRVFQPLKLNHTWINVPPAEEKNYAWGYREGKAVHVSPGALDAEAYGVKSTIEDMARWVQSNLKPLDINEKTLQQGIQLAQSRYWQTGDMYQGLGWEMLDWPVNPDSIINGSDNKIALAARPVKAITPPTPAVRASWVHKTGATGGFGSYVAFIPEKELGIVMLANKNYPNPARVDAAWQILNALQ
#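 20 mM phosphate pH 7.0 + 0.01% (detergent screen) or 0.0001% Triton X-100; 5.3 nM AmpC reagent; cpd preinc 15 min RT; nitrocefin (800 uM stock) to start; A480 q20 s × 4 min; Activity was normalised to no-enzyme and no-compound control wells.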
# AMA1-RON2 inh – qHTS for Inhibitors of AMA1-RON; Towards Development of Antimalarial Drug Lead: Primary Screen. 360,000 compounds, 0.2% hits. AID 720542, 2013. AlphaScreen AMA1-biotinylated RON2 peptide binding. Plasmodium falciparum AMA1 (3D7) - RON2 peptide interaction. Potency, µM (top dose mostly 58.2 µM), inactives show top-dose activity change, negative = inhibition, hits mostly inhibitors;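 further: potency means the concentration at half of the fitted maximal effect; 0% = vehicle wells and -100% = peptide control; nearly all actives have a fitted effect of over 45% in size; some results filed as inactive show a strong effect at the top dose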
#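 AMA1 (3D7) with his tag at 25 nM final met compounds first, then biotinylated RON2 peptide at 25 nM; detection used donor plus acceptor beads, 10 µg/mL apiece, read by AlphaScreen after 30 min at room temperature.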
# HCV inhibitor – qHTS Assay for Inhibitors of Hepatitis C Virus (HCV) | Huh7.5.1 HCVcc-Cre infection, luciferase reporter, 44 h | Potency, µM (top dose mostly 41.8 µM), inactives show at the highest dose activity change, negative = inhibition, actives largely listed as inhibitors | 340,000 compounds, 3.4% hits; further: potency means the concentration at half of the fitted maximal effect
#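 Cells (1,000/well) were plated 4 h before compound, then infected with HCVcc-Cre virus (~0.5 moi). After 44 h further culture, infection was read as luciferase luminescence following a 15 min substrate incubation at room temperature.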
# FBPA Giardia inh – qHTS Assay for Inhibitors of Fructose-1,6-bisphosphate Aldolase from Giardia Lamblia; A8B2U2; AID 2451, 2010; 290,000 compounds, 0.71% hits; purified Giardia FBPA; Potency, µM (top dose mostly 59.6 µM), for inactives: at the highest dose activity, negative = inhibition, usual class: inhibitors; further: potency means the concentration at half of the fitted maximal effect; nearly all actives have a fitted effect of over 55% in size
# Target sequence (A8B2U2 whole entry, looked up): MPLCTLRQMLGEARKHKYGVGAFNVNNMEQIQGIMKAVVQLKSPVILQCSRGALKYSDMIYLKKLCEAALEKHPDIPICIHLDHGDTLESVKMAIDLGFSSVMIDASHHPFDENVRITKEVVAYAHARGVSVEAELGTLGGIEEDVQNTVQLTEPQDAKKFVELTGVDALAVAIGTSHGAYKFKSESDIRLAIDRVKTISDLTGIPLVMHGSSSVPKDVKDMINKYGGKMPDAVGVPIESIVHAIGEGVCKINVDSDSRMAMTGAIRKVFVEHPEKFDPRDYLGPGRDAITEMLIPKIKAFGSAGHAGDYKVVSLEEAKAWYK
#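 Giardia FBPA (40 nM reagent) was preincubated 10 min at RT with compound (up to 57.5 uM final), then substrate plus GAPDH/TPI/NAD/arsenate coupling system with diaphorase/resazurin was added; resorufin fluorescence (525/598 nm) was read after 20 min.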
# HCMV antiviral – qHTS Assay for inhibitors of the human cytomegalovirus (HCMV); activity change, negative = inhibition, % at 57.5 µM; AID 1259415, 2018; 410,000 compounds, 4.5% hits; HFF cells, HCMV-luciferase reporter, 72 h; active compounds read low; in the data active means activity change below about -60%; inconclusive means no clear call, values can overlap the other calls; inactive means above about -39%
#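 Compounds were evaluated in HFFs infected with an HCMV luciferase reporter virus (MOI 1 PFU/cell). Luciferase in lysates collected 72 h post infection served as the replication measure.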
# Active calls of the source: *; ? = inconclusive; nt = no result given; & = joins results of further samples; [ ] = remark or other dose. Unless noted, the call rests on the fitted dose curve; in most records, active means well fitted curve in the direction sought with a large enough effect; inconclusive means small, poorly fitted or top-dose-only effect, or another doubt; inactive means no such curve, though single readings can be large; an effect the other way counts as inactive or inconclusive. Unless noted, on the % scale 0 is the no-effect control and ±100 the full control effect. Compounds as they come; 9.3% or so of the library scored in one or more.
# The line under a structure holds: Sm TGR block	AmpC inh detg	AMA1-RON2 inh	HCV inhibitor	FBPA Giardia inh	HCMV antiviral
COc1ccc(C2/C=C\CN(C(=O)Oc3ccccc3)CC(=O)N2Cc2ccc(F)cc2)cc1 (configuration not stated)
→ -13%	2%	-2%	-17%	3%&2%	?
Cc1ccc(C(=O)c2cc([N+](=O)[O-])ccc2N2CCCCC2)cc1C
→ 5%	-19%	-17%[2.32 µM]	?	-2%	-22
Oc1ccc(Cl)cc1
→ nt	nt	3%	44%[activator]	5%	-14
Nc1nc(N)nc(-c2cc(Cl)ccc2Cl)n1
→ nt	nt	-12%	16%	-7%	11&-11
CC(=O)N1CCC(=O)Nc2ccc([N+](=O)[O-])cc21
→ -5%	?	-15%	13%	-2%	12
O=C(CCNS(=O)(=O)c1cccc2nonc12)Nc1ccc(Cl)cc1
→ 9%	-15%	8%	3%	1%	1
Cc1cccc(NC(=O)Cn2nnc(-c3nc(-c4ccncc4)no3)c2N)c1
→ -2%	15%	nt	nt	nt	5
CCNC(=S)N1CCC(Cc2ccccc2)CC1
→ 0%	4%	10%	-7%	nt	21
Cc1ccc(NC(=O)/C=C/c2ccc3c(c2)OCO3)nc1
→ -15%	-3%	1%	-6%	-4%	-6
C[C@@H]1NC(=O)[C@H](CC(N)=O)NC(=O)c2cc([N+](=O)[O-])cc(I)c2OCC[C@@H](C(=O)NC(CC(=O)O)C(N)=O)NC1=O (some centres not stated)
→ -24%	-1%	44%[activator]	0%[8.37 µM]	-4%	1
COc1ccc(NC(=O)COC(=O)c2ccc(OCc3c(C)noc3C)cc2)cc1OC
→ 10%	-14%	0%	?	0%	56
COCCOC(=O)c1[nH]c2c(c1C)C(=O)C(C(=O)OC)C(C)C2 (configuration not stated)
→ 0%	-7%	-1%	-29%	?	83
COc1ccccc1N(CC(=O)N1CCCCC1)S(=O)(=O)c1ccccc1
→ 1%	2%	-3%	13%	-1%	0
Cc1c(NC(=O)C(C)NCC2CCCO2)c(=O)n(-c2ccccc2)n1C (configuration not stated)
→ 7%	-3%	14%	6%	1%	53
O=C(NCc1ccc2c(c1)OCO2)C1CCN(S(=O)(=O)c2ccc(Br)s2)CC1
→ -21%	-3%	-5%	-14%	2%	-40
O=[N+]([O-])c1ccc2nc(-c3cccnc3)[nH]c2c1
→ 9%	-10%	0%	-5%	-23%	59
COc1ccc(NC(=O)c2c(NC(=O)CCC(=O)O)sc(-c3ccccc3)c2C)cc1
→ 8%	4%	-1%	18%	-6%	-15
Cc1cc(NCCN2CCOCC2)n2nc(C)c(-c3ccc(Cl)cc3)c2n1
→ -33%	1%	6%	10µM*	13%	-2
O=C(O)C1C2CCCCC2=C2CCCCC2C1C(=O)O (configuration not stated)
→ 0%	?	6%	10%	-5%	-7
CCOc1ccccc1N1CC(C(=O)Nc2cc(S(=O)(=O)N3CCOCC3)ccc2OC(C)C)CC1=O (configuration not stated)
→ nt	nt	-11%	2%	nt	16
Cc1ccc([C@@H]2CC=C(C(=O)O)[C@H](c3ccccc3)N2S(=O)(=O)c2ccc(C)cc2)cc1
→ -22%	?	5%	3%	nt	-2
COc1ccc(CN2CCN(C(=O)c3cccc4ccccc34)CC2)cc1OC
→ -19%	-9%	?	-10%	?	-7
Cc1ccccc1S(=O)(=O)Cc1ccc(C(=O)NC2CCCCC2)o1
→ -1%&-10%	?	11%	-7%	7%	-21&1
Cc1ccc(C(=O)N/C(=C\c2cn(S(=O)(=O)N(C)C)c3ccccc23)C(=O)NCCCn2ccnc2)cc1
→ 4%&7%	15%	23%	-12%	11%	-11&-10
O=C(Nc1ccc(C(=O)NCCCN2CCN(c3ccccc3)CC2)cc1)C1=CSCCO1
→ 10%	-8%	38%[activator]	-28%	nt	-17
Cc1nn(C(C)C(=O)NCCCc2ccccc2)c(=O)c2cc3occc3n12 (configuration not stated)
→ -11%	-14%	5%	?	10%	18
COc1cccc(CC(=O)Nc2nccs2)c1
→ 13%	-15%	6%	4%	0%	44
C=CCS(=O)(=O)N1CCCC(Cc2ccccc2C)(C(=O)OCC)C1 (configuration not stated)
→ 3%	?	1%	-6%	-13%	?
Cn1c(CNc2ccc(F)cc2)nc2ccccc21
→ 2%	-12%	7%	-10%	12%	97
COC(=O)c1ccccc1NC(=O)CSc1nnc(-c2ccncc2)o1
→ 4%	-1%	-6%	10%	0%	59
CCn1cc(C(=O)NC2CCC(C)CC2)c(=O)c2cc(S(=O)(=O)N3CCCCC3)ccc21 (configuration not stated)
→ -1%	-8%	nt	nt	-1%	nt
Cc1cc(C)c(S(=O)(=O)N(C)CC(N)=O)c(C)c1
→ 0%	?	3%	7%	14%	9
O=C1c2oc3ccccc3c(=O)c2C(c2ccc(O)cc2)N1c1nccs1 (configuration not stated)
→ -4%	3%	0%	9%	4%	-18
CC(C)c1nnc(NC(=O)c2cc3ccccc3o2)s1
→ 2%	?	9%	10%	?	11
CC(C(=O)NCC1(c2ccccc2)CCCC1)N1CCCC1 (configuration not stated)
→ 0%	-1%	0%	-10%	-16%	-25
C[C@H](CO)N1C[C@H](C)[C@@H](CN(C)S(=O)(=O)c2ccc(F)cc2)Oc2ccc(NS(=O)(=O)c3cccs3)cc2C1=O
→ nt	nt	13%	17%	nt	-20
Cc1ccccc1NC(=S)C1=C(O)c2sccc2N(C)S1(=O)=O
→ -16%	-12%	38%[activator]	34%[activator]	?	-26
CN(CC(=O)Nc1ccc(Cl)c(C(F)(F)F)c1)C(=O)c1cc(=O)[nH]c2ccccc12
→ -4%	-12%	-6%	5%	nt	-1
CC1CCN(c2ccccc2NC(=O)c2ccc(N3CCOCC3)c([N+](=O)[O-])c2)CC1
→ 0%	-2%	2%	9%	0%	?
COc1cc(C(=O)NCCC(=O)NC2CCCCCCC2)cc(OC)c1OC
→ 6%	?	1%	-11%	0%	29

# Reformatted with tabs: part of the list above
canonical_smiles	Sm TGR block	AmpC inh detg	AMA1-RON2 inh	HCV inhibitor	FBPA Giardia inh	HCMV antiviral
COc1ccc(CN2CCN(C(=O)c3cccc4ccccc34)CC2)cc1OC	-19%	-9%	?	-10%	?	-7
Cc1ccccc1S(=O)(=O)Cc1ccc(C(=O)NC2CCCCC2)o1	-1%&-10%	?	11%	-7%	7%	-21&1

# Further compounds follow.
# The line under a structure holds: Sm TGR block	AmpC inh detg	AMA1-RON2 inh	HCV inhibitor	FBPA Giardia inh	HCMV antiviral
Cc1cc(C)cc(OCC(=O)Nc2ccc3c(c2)OCO3)c1
→ 13%	6%	10µM*	?	-8%	-32
O=C(CCc1ccc(Oc2cc([N+](=O)[O-])cc([N+](=O)[O-])c2)cc1)Nc1cccc(Cl)c1
→ 0%	7%	-8%	?	-7%	-36
CNC(=S)NNC(=O)COc1cccc(C)c1C
→ -7%	?	116%[activator]	-11%	-8%	3
Cc1cccc(N(CC(=O)NCCSc2ccc(Cl)cc2)S(C)(=O)=O)c1C
→ 10%	-4%	nt	nt	nt	-18
O=C(c1ccc(Cl)cc1)c1c[nH]c(C(=O)NNc2cccc(Cl)n2)c1
→ -1%	-1%	77%[activator]	-8%	-2%	-24
Nc1ccc2nc(-c3cccc(-c4nc5ccc(N)cc5[nH]4)c3)[nH]c2c1
→ 5%	0%	?	-21%	-21%	8
CCCOc1ccc(NC(=O)CC2C(=O)N(c3ccccc3)C(=O)N2Cc2ccc(F)cc2)cc1 (configuration not stated)
→ -11%	-4%	nt	nt	nt	27
CCOc1ccccc1N1CC(C(=O)Nc2ccccc2CC)CC1=O (configuration not stated)
→ 2%	5%	13%	-14%	nt	-16
Cc1ccc(NS(=O)(=O)c2ccc(Cl)c(C(=O)O)c2)cc1S(=O)(=O)N1CCOCC1
→ -13%	-4%	-22%[2.32 µM]	7%	8%	-8
CC1(C)CC[C@]2(C(=O)n3ccnc3)CC[C@]3(C)[C@H](C(=O)C=C4[C@@]5(C)C=C(C#N)C(=O)C(C)(C)[C@@H]5CC[C@]43C)[C@@H]2C1
→ nt	nt	-10%	?	nt	-101*
COc1cc(OC)cc(-c2c(-c3cccs3)c3cc(-c4ccc(OC)nc4)ccc3n2C)c1
→ -1%	5%	-6%	-9%	nt	-18
Cc1cc(NC(=O)c2cc(-c3cccc(Cl)c3)on2)n(-c2ccccc2)n1
→ -6%	0%	nt	nt	nt	16
O=[N+]([O-])c1ccc(O)c([N+](=O)[O-])c1
→ nt	nt	0%	?	22%	?
COC(=O)NNC(=O)COc1ccc(Cl)cc1
→ 0%	-8%	4%	17%	0%	-108*
CCOC(=O)NC1(C(F)(F)F)NC(=O)N(Cc2ccco2)C1=O (configuration not stated)
→ -6%	?	7%	2%	5%	37
COc1cc(NC(=O)CC2C(=O)OCCN2Cc2ccccc2)cc(OC)c1 (configuration not stated)
→ -31%	-2%	nt	nt	nt	-4
CN(c1ccc(C(=O)NCCCn2ccnc2)cc1)S(C)(=O)=O
→ 9%	7%	-10%	3%	-18%	38
COc1ccc(OC2C(=O)N(Cc3ccc4c(c3)OCO4)C2c2sccc2C)cc1 (configuration not stated)
→ 9%	0%	-2%	?	-2%	-32
CCCN(CCO)Cc1cccc(Br)c1
→ 1%	-1%	-3%	?	-15%	2
NC(=O)c1sc2nc(-c3cccs3)ccc2c1N
→ 7%	-3%	11%	?	8%	-33
COCCNC(=O)CC(=O)N/N=C/c1cccc(C(=O)OC)c1
→ 13%	-6%	-6%	-16%	0%	-1
c1ccc2c(c1)CCCC2NC1=NCCC1 (configuration not stated)
→ 1%	?	3%	-17%	?	37
CC(C)OC(=O)/C(C#N)=C/c1ccc(-c2ccc(SC(F)F)cc2)o1
→ 4%	-12%	0%	?	7%	48
CCS(=O)(=O)N1CC(=O)N(c2ccccc2C)C(C)(C(=O)NC2CCCCC2)C1 (configuration not stated)
→ 2%	1%	nt	nt	nt	0
C=C(C)Cn1c(-c2ccc(OC)cc2)nc2ccccc21
→ 4%	-2%	-6%	-15%	-4%	3
CN(C)S(=O)(=O)c1ccc(C(=O)OCC(=O)Nc2ccc(OC(F)F)cc2)cc1
→ -7%	-4%	-11%	7%	2%	-11
O=C(c1ccc([N+](=O)[O-])cc1)N(Cc1ccccc1)c1ccccn1
→ 1%	-13%	-16%	5%	0%	-17
Cc1ccc(C(=O)Nc2ccccc2C(=O)O)cc1S(=O)(=O)N1CCCCCC1
→ -3%	3%	nt	nt	nt	-25
O=C(C1CCN(S(=O)(=O)c2cccc3cccnc23)CC1)N1CCN(C2CCCC2)CC1
→ -16%	-4%	nt	-2%[8.37 µM]	4%	-15
COc1cc(OC)cc(-n2nc(C(=O)N3CCC4(CC3)OCCO4)c3ccccc3c2=O)c1
→ 1%	-10%	0%	-7%	6%	3
